# Bioassay records (PubChem BioAssay)
# DENV2 CPE – protects cells from dengue virus 2 cytopathic effect; DENV2-infected cells, cytopathic effect rescue, plate reader; CPE inhibition, % at 9.99 µM; 350,000 tested, 1.7% active; AID 651640; in the data active means CPE inhibition above about 20%, passing the limit was not always enough; inconclusive means no clear call, values can overlap the other calls; tested in BHK-21 cells;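 further: 0% = median of neutral control wells and 100% = median of positive control wells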
# ERp5 inh – blocks human ERp5 reductase activity on insulin; ERp5 insulin aggregation, absorbance 650 nm, 90 min; inhibition, % at 9.99 µM; 350,000 tested, 0.05% active; AID 651711;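 active means mean replicate inhibition above about 25%, with every replicate also reaching it, limit read from the data, passing the limit was not always enough; inconclusive means only one of those two criteria met; inactive means neither criterion met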
# Target sequence (Q15084 whole entry, looked up): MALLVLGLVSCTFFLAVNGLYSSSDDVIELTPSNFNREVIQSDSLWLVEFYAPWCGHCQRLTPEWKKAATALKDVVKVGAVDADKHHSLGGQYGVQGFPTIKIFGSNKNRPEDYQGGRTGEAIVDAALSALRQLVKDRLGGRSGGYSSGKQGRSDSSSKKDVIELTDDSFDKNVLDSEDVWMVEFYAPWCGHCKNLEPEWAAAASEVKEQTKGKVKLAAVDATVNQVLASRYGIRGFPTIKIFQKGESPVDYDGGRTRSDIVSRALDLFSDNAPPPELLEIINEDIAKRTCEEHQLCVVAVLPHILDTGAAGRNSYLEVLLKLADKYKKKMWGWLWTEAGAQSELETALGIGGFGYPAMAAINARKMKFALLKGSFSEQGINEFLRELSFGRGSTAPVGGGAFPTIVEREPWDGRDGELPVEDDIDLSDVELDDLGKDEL
# SIRT5 inh – inhibitors of human sirtuin-5 desuccinylase | Q9NXA8 | Purified SirT5, succinyl-peptide AMC, trypsin-coupled fluorescence | inhibition, % at 15 µM | 330,000 tested, 1.1% active | AID 652115; in the data active means inhibition above about 15%; inconclusive means no clear call, values can overlap the other calls
# Target sequence (Q9NXA8 whole entry, looked up): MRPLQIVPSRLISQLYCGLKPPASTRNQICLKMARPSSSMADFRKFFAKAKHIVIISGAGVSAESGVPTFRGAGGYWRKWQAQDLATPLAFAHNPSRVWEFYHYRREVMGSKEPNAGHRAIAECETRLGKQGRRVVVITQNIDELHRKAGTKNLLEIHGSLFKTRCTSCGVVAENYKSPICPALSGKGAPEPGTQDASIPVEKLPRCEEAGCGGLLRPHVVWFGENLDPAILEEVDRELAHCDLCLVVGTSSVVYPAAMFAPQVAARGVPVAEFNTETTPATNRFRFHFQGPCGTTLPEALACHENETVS
# Casp6 inh – inhibitors of human caspase-6 | purified caspase-6, Z-VEID-R110 cleavage fluorescence | inhibition, % at 12.5 µM | P55212 | 350,000 tested, 0.53% active;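 active means mean inhibition across replicates at least about 35%, with every replicate also reaching that limit, limit read from the data; inconclusive means only one of the two criteria met; inactive means neither criterion met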;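 further: 0% = median of neutral control wells and 100% = no fluorescence left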
# Target sequence (P55212 24-179 limits assumed): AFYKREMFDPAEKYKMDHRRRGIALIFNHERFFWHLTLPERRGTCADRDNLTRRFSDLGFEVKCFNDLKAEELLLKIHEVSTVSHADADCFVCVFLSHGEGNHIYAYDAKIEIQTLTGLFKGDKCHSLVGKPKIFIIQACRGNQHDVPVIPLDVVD
# Target sequence (P55212 194-293 limits assumed): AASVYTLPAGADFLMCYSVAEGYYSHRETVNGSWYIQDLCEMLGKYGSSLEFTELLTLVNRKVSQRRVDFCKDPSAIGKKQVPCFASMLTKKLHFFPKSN
# F508del corr – correctors of CFTR F508del function in bronchial epithelial cells | CFBE cells, YFP halide quenching; stimulated with forskolin plus potentiator P3; % fluorescence drop versus neutral controls | activity (quench increase), % at 7.58 µM | 350,000 tested, 0.36% active | AID 720511;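 active means mean added fluorescence quench of at least 8% versus neutral control, with both replicates also reaching 8%; inconclusive means only one of the mean or replicate conditions met; inactive means mean below 8% and not both replicates reaching 8%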;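 further: cells transiently co-express mutant CFTR-F508del with the halide-sensitive YFP; corrector assay measuring rescue of mutant channel to the surface after 24 h compound exposure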
# ERAP1 inh – blocks human ERAP1 aminopeptidase activity | recombinant ERAP1, Leu-AMC fluorescence, 60 min | inhibition, % at 10.7 µM | 340,000 tested, 0.15% active | AID 652197;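 active means mean replicate inhibition of at least 30%, or all replicates individually reaching that 30% level; inactive means mean below 30% and not every replicate reaching it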;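 further: 0% = neutral control wells and 100% = L-leucinethiol positive control wells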
# miR-122 sensor – miR-122 inhibition in Huh7 cells. Huh7 miR-122 Renilla luciferase sensor, 48 h; neutral wells = 0, positive control = 100. 340,000 tested, 0.3% active. activation (reporter increase), % at 12.5 µM;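 active means mean replicate activation score at least 90 and every replicate individually at or above 90; inconclusive means only one of the two criteria met; inactive means neither criterion met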;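 further: higher luciferase means less miR-122 activity so hits act as miR-122 inhibitors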
# * hit, by the source's call; ? = inconclusive; . = not tested or not shown; & = joins results of further samples; [ ] = remark or other dose.
SMILES,DENV2 CPE,ERp5 inh,SIRT5 inh,Casp6 inh,F508del corr,ERAP1 inh,miR-122 sensor
C[C@@H]1CN([C@H](C)CO)C(=O)c2cc(NS(C)(=O)=O)ccc2O[C@H]1CN(C)Cc1ccc2c(c1)OCO2,3,-1,-1,-8,0.9,4,-5[16.7 µM]
COc1ccccc1CNC(=O)C[C@H]1C[C@H]2c3cc(NC(=O)c4cccnc4)ccc3O[C@H]2[C@H](CO)O1,12,-3,-4,1,0.1,3,3[16.7 µM]
Cc1cc(-c2ccc(S(=O)(=O)NCc3ccc(Cl)cc3)cc2)on1,13,-4,1,-1,-3.7,6,-3
Cc1cccc(OCc2nnc(SCC(=O)NC3CCCC3)n2C)c1,2,3,0,-2,-0.7,-3,.
CCOC(=O)C1(Cc2cccc(Cl)c2)CCCN(C(=O)c2c(CC)noc2C)C1 (configuration not stated),-2,-5,-3,-1,2.4,2,-2
C/C(=N\N1CCN(c2ccccc2)CC1)c1ccc(O)cc1,5,-1,2,-4,1.6,-6,-1
C[C@@]12CC[C@@H](C3=C(CCC3)C1)N2c1ccccc1,-6,-1,6,-2,-1.6,.,.
O=Cc1cccn1-c1ncc(Br)cn1,6,0,-3,5,-3.8,2,-4
O=C(CSc1cn(CCNC(=O)c2ccc3ccccc3c2)c2ccccc12)NCc1ccco1,-3,-4,-4,0,0.4,-4,3
CC(C)NC(=O)Nc1ccc2c(c1)C(=O)N([C@H](C)CO)C[C@H](C)[C@@H](CN(C)S(=O)(=O)c1ccccc1)O2,?,-4&-1,-2&-3,-1&1,2.0&-2.3,1&-6,-1[16.7 µM]
C[C@H](CO)N1C[C@H](C)[C@@H](CN(C)C(=O)Nc2ccc(C(F)(F)F)cc2)OCCCC[C@H](C)Oc2ccc(NC(=O)Nc3ccc(C(F)(F)F)cc3)cc2C1=O,?,.,.,.,2.8,.,-8[16.7 µM]
Fc1ccc(-c2ccc(NCCN3CCOCC3)nn2)cc1,6,-10,-1,-6,1.3,0,6
CCCNC(=O)N1CC(=O)N2[C@H](CO)[C@H](c3ccc(-c4ccc(F)cc4)cc3)[C@@H]2C1,-2,4,0,1,1.0,3,.
CCCCN(C(=O)CSc1nnnn1C)C1CCS(=O)(=O)C1 (configuration not stated),-4,2,-4,-4,4.9,2,.
Clc1ccccc1CN1CCC(Cc2ccccc2)CC1,-5,-2,-1,2,.,3,4
CCCC(=O)Nc1ccc2c(c1)C(=O)N(C)[C@H]1CC[C@@H](CC(=O)NCCN3CCCCC3)O[C@H]1CO2,12,-5,-1,0,1.8,2,-33[16.7 µM]
C[C@@H]1CN([C@H](C)CO)C(=O)c2cc(NS(=O)(=O)c3ccccc3)ccc2O[C@@H](C)CCCCO[C@H]1CN(C)S(=O)(=O)c1ccc(F)cc1,2,-1,?,1,3.1,4,-6[16.7 µM]
O=[N+]([O-])c1ccccc1/C=N/NC1=NS(=O)(=O)c2ccccc21,.,10,-5,3,-0.1,1,.
CO[C@@H]1CN(C)C(=O)c2cc(NC(=O)C3CCCC3)ccc2OC[C@@H](C)N(C(=O)Nc2ccc(C(F)(F)F)cc2)C[C@H]1C,5,3,3,-2,-0.5,0,2[16.7 µM]
O=C(C[C@@H]1CC[C@@H](NC(=O)c2ccc(F)cc2)[C@H](CO)O1)NCCc1ccccc1,-4,6,-4,-1,2.9,1,-8[16.7 µM]
C[C@H](CO)N1C[C@H](C)[C@H](CN(C)S(=O)(=O)c2cccs2)Oc2ncc(-c3cccc(F)c3)cc2C1=O,-8,0,11,1,1.0,0,8[16.7 µM]
CCc1ccc(C(=O)NNC(=O)c2cccc(N3C(=O)CCC3=O)c2)cc1,?,1,-3,-1,-0.6,3,5
Cc1ccc(S(=O)(=O)N(c2nc(NC(C)C)nc(NC(C)C)n2)n2cnnc2)cc1,24*,-1,-1,-5,-0.4,-2,-2
Cc1cc(C)c(/C=N/NC(=O)c2nnn(-c3nonc3N)c2CN2CCC(C)CC2)c(C)c1,6,9,-1,-1,-0.2,1,6
Cc1cc(C)nc(SCC(=O)Nc2nc(-c3ccccc3)c(-c3ccccc3)o2)n1,?,-2,-1,0,1.9,3,-6
COc1ccc(NC(=O)c2ccc(-c3c(C)noc3C)c3ccoc23)cc1,?,2,.,0,-2.5,3,0
CN(c1ccccc1)S(=O)(=O)c1cccc(C(=O)NCCc2c[nH]c3ccccc23)c1,-3,4,-1,-1,-1.1,.,-7
COc1cccc(-c2cc(C(=O)NCC3CCCO3)c3ccccc3n2)c1 (configuration not stated),-1,4,0,1,.,5,-6
C/C=C/c1ccc([C@H]2[C@@H](CO)N(CC3CC3)[C@@H]2CNC(=O)c2ccccc2)cc1,5,-4,-5,-4,2.2,2,-14[16.7 µM]
Cc1ccccc1-c1cnc2c(c1)C(=O)N([C@H](C)CO)C[C@H](C)[C@@H](CN(C)Cc1ccccc1F)O2,3,2,.,7,-4.3,2,13[16.7 µM]
CN(Cc1ccc(C(F)(F)F)cc1)C(=O)[C@H]1O[C@@H](n2ccc(=O)[nH]c2=O)[C@H](O)[C@@H]1O,0,3,-2,-2,-5.4,-1,0
CC(=O)N1[C@H](CO)[C@H](c2ccccc2)[C@H]1CN(CC1CCC1)C(=O)CN(C)C,-4,9,3,2,0.2,-2,7[16.7 µM]
O=C1c2ccc(Oc3ccc([N+](=O)[O-])cc3)cc2C(=O)N1CCCO,-1,-1,1,2,1.4,4,-2
CN(C(=O)COC(=O)c1ccccc1NC(=O)c1ccco1)C1CCS(=O)(=O)C1 (configuration not stated),13,-4,-2,-6,-0.9,5,.
C[C@@H]1CCCCO[C@@H](CN(C)S(=O)(=O)c2cn(C)cn2)[C@@H](C)CN([C@@H](C)CO)C(=O)c2cc(NC(=O)Nc3ccccc3)ccc2O1,-6,-1,4,2,1.8,0,5[16.7 µM]
CC(C)[C@H](NC(=O)C1CC(=O)N(c2ccc(F)cc2)C1)C(=O)N1CCCCC1 (some centres not stated),-3,1,-1,-5,-5.4,-1,-8
O=C(CN1CCCC1)Nc1ccc(F)cc1,-4,4,-1,0,-0.6,4,-8
C[C@@H]1CN([C@H](C)CO)C(=O)Cc2cc(NC(=O)Nc3ccccc3)ccc2O[C@H]1CN(C)Cc1ccc2c(c1)OCO2,3,0,2,-1,-1.7,-2,-3[16.7 µM]
CCc1ccc(-n2cnc3cc(C(=O)NCC(OC)OC)ccc32)cc1,-5,1,-2,-2,-1.1,-3,-4
Cc1ccc(-n2ncc3c2CC(C)(C)CC3NC(=O)CCCN2CCCCC2=O)cc1 (configuration not stated),-3,3,-2,-2,-3.6,-2,11
O=S(=O)(c1ccccc1F)N1CCCCN2[C@H](C1)[C@H](c1ccc(-c3cccnc3)cc1)[C@@H]2CO,19,-5,5,.,3.0,.,-4[16.7 µM]
CCNC(=O)O[C@@H]1C=C[C@@H](C#Cc2ccc(C(C)(C)C)cc2)O[C@@H]1COC(C)=O,7,-1,.,-3,-2.0,1,.
COc1ccc(CN(C)C[C@@H]2Oc3ccc(NC(=O)Cc4cn(C)c5ccccc45)cc3CC(=O)N([C@H](C)CO)C[C@@H]2C)cc1,-2,-7,11,1,3.5,2,-16[16.7 µM]
O=C(CSc1ccc2nnc(-c3cccs3)n2n1)N1CCCC1,0,4,-3,3,.,3,.
CCC(=O)Nc1ccc2c(c1)C(=O)N(C)C[C@H](OC)[C@H](C)CN(C(=O)CC1CC1)[C@@H](C)CO2,-3,-3,0,.,1.7,-3,-5[16.7 µM]
O=C(NCc1nnc2c(C(F)(F)F)cc(Cl)cn12)c1cccnc1,10,3,0,2,2.8,-2,-9
O=C(O)CCC(=O)N1CCC(n2nnc3cc(C(F)(F)F)ccc32)CC1,0,3,-1,1,-1.1,-4,0
C/C=C1\COC(C(=O)NCCN2CCCC2)(C(F)(F)F)C=C1C=C1CCCCC1 (configuration not stated),-2,9,-3,-1,0.5,-3,-6
CCc1ccc(OCC(=O)N(CC)CC)cc1,7,-2,0,0,0.5,0,7
CN(Cc1ccccc1)C(=O)COC(=O)COc1ccc(C#N)cc1,-2,1,-4,2,0.8,-1,.
COc1ccc(/C=C/CN2CCCC(CCC(=O)NCc3ccc(F)c(F)c3)C2)cc1 (configuration not stated),-3,8,-1,2,-2.8,0,.
CCCCn1c2ccccc2c2cc(CC(N)=O)ccc21,17,-6,-3,-7,0.5,-1,.
CN(CC(=O)Nc1ccccc1Br)C(=O)c1ccccc1Sc1ccccc1C#N,-3,14,-2,-153,1.9,-2,.
COc1ccc(-n2c(SCC(=O)NC3CCCCC3)nc3ccsc3c2=O)cc1,.,-5,-1,2,.,4,2
COCC(=O)N1CC(=O)N2[C@@H](CO)[C@@H](c3ccc(C#CC4CCCC4)cc3)[C@@H]2C1,-9,3,-2,-2,2.3,3,.
C[C@@H]1CN([C@@H](C)CO)C(=O)Cc2cc(NS(C)(=O)=O)ccc2O[C@@H]1CN(C)C(=O)Nc1ccccc1,-1,-1,0,2,1.4,0,-2[16.7 µM]
COc1ccc(S(=O)(=O)Nc2ccc3c(c2)CC(=O)N([C@@H](C)CO)C[C@H](C)[C@H](CN(C)C(=O)Nc2ccc(F)cc2)O3)cc1,-5,.,.,.,0.0,.,-3[16.7 µM]
C[C@H]1CN([C@@H](C)CO)C(=O)c2cccc(NC(=O)NC3CCCCC3)c2O[C@H]1CN(C)Cc1ccc(Cl)c(Cl)c1,-2,8,-3,-2,2.1,-1,73[16.7 µM]
O=C(NC1CCCCC1)c1ccc2ccccc2c1,-6,3,-1,-1,1.8,-2,-5
COc1ccc(NC(=O)N(C)C[C@H]2Oc3ccc(NC(=O)CCC(F)(F)F)cc3C(=O)N([C@H](C)CO)C[C@@H]2C)cc1,2&0,-3&-2,4,-1&-2,-0.7&1.0,-1&0,-6

# Continued (2 carried over from the part before).
SMILES,DENV2 CPE,ERp5 inh,SIRT5 inh,Casp6 inh,F508del corr,ERAP1 inh,miR-122 sensor
O=C(NC1CCCCC1)c1ccc2ccccc2c1,-6,3,-1,-1,1.8,-2,-5
COc1ccc(NC(=O)N(C)C[C@H]2Oc3ccc(NC(=O)CCC(F)(F)F)cc3C(=O)N([C@H](C)CO)C[C@@H]2C)cc1,2&0,-3&-2,4,-1&-2,-0.7&1.0,-1&0,-6
CN1[C@@H]2c3ccc(-c4ccccc4)c(=O)n3C[C@H]1[C@H](CO)[C@H]2C(=O)NCC1CCCCC1,1,-3,-7,0,.,1,.
CC(NC(=O)C(=O)N1CCOCC1)C(c1cccs1)N1CCN(c2ccccc2F)CC1 (configuration not stated),2,2,-1,2,0.4,0,.
CC(C)CNC(=O)COC(=O)c1cccc(S(=O)(=O)NCC(F)(F)F)c1,9,-6,-2,10,2.7,1,7
COc1cccc(CN2C[C@@H]3N[C@H](C2)C3c2ccc(-c3ccncc3)cc2)c1 (some centres not stated),0&1,8&-1,-3&-2,4&1,0.2&0.7,-3&-6,.
COc1ccccc1C(=O)Nc1cccc2nc(C)ccc12,?,0,-4,1,0.3,2,1
COc1ccc(NC(=O)Nc2ccc3c(c2)C(=O)N([C@H](C)CO)C[C@@H](C)[C@@H](CN(C)Cc2ccc4c(c2)OCO4)O3)cc1,20,0,-2,1,0.9,2,5[16.7 µM]
O=C(NCc1cccnc1)c1cc(C2CCCCN2S(=O)(=O)Cc2ccccc2)on1 (configuration not stated),-11,1,-1,-7,1.6,-5,0
COc1ccccc1C(=O)NNC(=O)c1cc2ccccc2cc1O,-5,-3,.,0,-0.8,1,.
S=C(NCc1ccccc1)N1CCN(C2CCCCC2)CC1,-2,-2,-2,2,-0.1,-1,-14
COC(=O)/C=C1/SC(=NC(=O)c2ccc(OC)cc2)NC1=O,3,2,-8,-3,0.0,5,0
COc1ccc(OC)c(-c2csc(NC(=O)C3CSC4(C)CCC(=O)N34)n2)c1 (configuration not stated),5,2,0,9,1.2,-3,66
CCOc1ccc(C(=O)NCC(=O)OCC(=O)NC2CCCC2)cc1,-4,-1,2,3,-0.8,-2,-7
O=C(Oc1ccccc1)c1ccccc1,-5,-6,-3,-1,2.5,3,-4
